Yeast eIF2B: modulators of yeast eIF2B activity; S. cerevisiae eIF2B-epsilon R284H, GCN4-lacZ luminescence; AID 688; inhibition, % at 25 µM (by protocol); 0.91% of 27,000 active;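 active = mutant luminescence inhibited past about 50% while wild type luminescence and mutant growth stay under set limits, limit read from the data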; also: some compounds called inactive have numbers as strong as hits
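Assay system: yeast eIF2B-epsilon R284H mutant carrying GCN4–beta-galactosidase fusion / Buffer or medium: YPD / Incubation: 16 h growth with compound at 30 °C, 90 min Beta-Glo step / Detection: Beta-Glo luminescence after Z-buffer lysis, growth by 595 nm absorbance / Read-out: % inhibition of reporter signal and growth versus controls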
Yeast growth tox: Inhibitors of S. cerevisiae growth, toxicity; S. cerevisiae wild-type growth, A595 turbidity, 16 h; growth inhibition, % at 25 µM (by protocol); 0.3% of 30,000 active; AID 685;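 active = mutant and wild-type yeast strains alike exhibit over 30% growth inhibition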;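 also: 0% = untreated cell controls and 100% = YPD media blanks without cells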
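Test system: Wild-type and eIF2Bepsilon-R284H mutant S. cerevisiae, screened separately | Dosing: Single 25 µM compound dose in 0.2% DMSO | Schedule: 16 h compound exposure during growth at 30 °C | Detection: A595 turbidity | Evaluation: Growth inhibition (%) versus cell controls and blanks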
Yeast growth tox inhibition %: further read-out of Yeast growth tox, marked with its call; growth inhibition, %; S. cerevisiae eIF2Bepsilon-R284H mutant growth, A595 turbidity, 16 h;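 each compound tested once at 25 µM; 0% equals untreated cells and 100% equals cell-free medium blanks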
Yeast eIF2B mutant toxicity: further read-out of Yeast eIF2B, marked with its call; growth inhibition, %; measured here: mutant yeast growth, toxicity;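 each compound tested once at 25 µM; zero equals untreated control growth and 100 equals blank medium absorbance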
Starred values were filed as active, the others as inactive; x = not tested or not shown. Only part of the results is shown; rates above refer to the full screens.

(1) CCOc1ccc(OCC)c(NC(=O)C2CCCN(S(=O)(=O)c3c(C)noc3C)C2)c1 (centres undefined)
(2) O=C(C1CCC1)N1CCc2cc(S(=O)(=O)N3CCN(c4ccccn4)CC3)ccc21
(3) O=C(NCCOC(=O)c1ccc(S(=O)(=O)N2CCOCC2)cc1)c1cccnc1
(4) O=C(C(c1ccccc1)c1ccccc1)N1CCN(Cc2ccccn2)CC1
(5) CCOC(=O)c1cnc2ccc(Cl)cc2c1NCCN(C)C
(6) CCOC(=O)c1cnc(SCC(=O)Nc2cc(C(F)(F)F)ccc2N2CCOCC2)nc1N
(7) CCn1c(SCC(=O)N2CCN(c3ccccc3)CC2)nnc1-c1ccncc1
(8) O=S(=O)(NCc1ccccc1Cl)c1cnc[nH]1
(9) Cc1cc(C(F)(F)F)c2c(=O)[nH]c(=O)n(Cc3ccccc3)c2n1
(10) C=CCSC(=C(C#N)C#N)c1cc2c([nH]1)CCCC2
Compound	1	2	3	4	5	6	7	8	9	10
Yeast eIF2B	8	19	x	-9	29	-6	7	20	21	9
Yeast eIF2B mutant toxicity	-18	7	x	-7	-35	-53	x	7	-8	29
Yeast growth tox	-64	10	3	-2	-1	-55	x	4	9	30
Yeast growth tox inhibition %	-18	7	7	-7	-35	-53	x	7	-8	29

(11) CCn1cc(C(=O)NC2CC3CCC2C3)c(=O)c2ccc(C)nc21 (centres undefined)
(12) Cc1ccc(-n2c(SCC(=O)N3CCOCC3)nnc2-c2ccncc2)cc1
(13) CCCCn1c(=N)n(CC(=O)C(C)(C)C)c2ccccc21
(14) CCC(=O)c1cn(CC(=O)NCC2CCCO2)c2ccccc12 (centres undefined)
(15) COC(=O)c1ccccc1NC(=O)COc1ccc(S(=O)(=O)N2CCCC2)cc1C
(16) COc1ccccc1-c1nnn(CC#N)n1
(17) CN1C(=O)C(CC(=O)Nc2ccc3c(c2)Cc2ccccc2-3)N(C)C1=O (centres undefined)
(18) COc1ccccc1N1CC(C(=O)OCC(=O)c2ccc(F)cc2)CC1=O (centres undefined)
(19) Cc1cc(Cl)c(S(=O)(=O)N2CCSCC2)cc1OCC(=O)NC1CCCCC1
(20) Cc1cccc(/N=C/c2c(O)c3ccccc3oc2=O)n1
Compound	11	12	13	14	15	16	17	18	19	20
Yeast eIF2B	-18	-20	19	0	-1	6	-9	-31	4	18
Yeast eIF2B mutant toxicity	13	10	5	-2	x	x	17	-3	x	4
Yeast growth tox	-1	-2	-9	5	x	21	21	26	-4	9
Yeast growth tox inhibition %	13	10	5	-2	x	0	17	-3	0	4

(21) Cc1nnc(SCC(=O)NCc2ccco2)[nH]c1=O
(22) CCN(CC)CCCN1C(=O)C(=O)/C(=C(/O)c2ccc(OC)c(Cl)c2)C1c1ccco1 (centres undefined)
(23) CCOC(=O)N1CCN(C(=O)Nc2ccc3nc(C)sc3c2)CC1
(24) CCN1CCN(C(c2ccc(F)cc2)c2nnnn2Cc2cccs2)CC1 (centres undefined)
(25) CCC1(CC)Cc2ccccc2C(CC(=O)N2CCOCC2)=N1
(26) Cc1occc(=O)c1OC(=O)Nc1ccccc1
(27) CC1(C)CC2(CCO1)N1CC3(C)CN2CC(C)(C1)C3=O (centres undefined)
(28) COc1cccc(C(=O)Nc2nc3c(c(=O)[nH]2)CCCC3)c1
(29) CCC(C)(C)n1nnnc1C(c1cccnc1)N1CCCc2ccccc21 (centres undefined)
(30) CS(=O)(=O)N(CC(=O)N1CCCC1)c1ccc2c(c1)OCCO2
Compound	21	22	23	24	25	26	27	28	29	30
Yeast eIF2B	-13	24	-18	20	x	25	-19	12	-12	x
Yeast eIF2B mutant toxicity	26	-33	-12	x	x	14	26	18	x	x
Yeast growth tox	8	-3	-3	8	19	15	16	3	-5	20
Yeast growth tox inhibition %	26	-33	-12	0	21	14	26	18	0	7

(31) O=C(O)C1[C@H]2C(=O)N(Cc3cccs3)C[C@]23C=C[C@H]1O3 (some centres undefined)
(32) CCOC(=O)c1cc(C)sc1NC(=S)Nc1ccccc1
(33) Cc1cc(C)n2c(Nc3ccc4c(c3)OCCO4)c(-c3ccccc3)nc2n1
(34) CCn1c(=O)c(C(=O)NC(C)C)c(O)c2ccccc21
(35) COCCCNC(=O)CCNS(=O)(=O)c1ccc(C)cc1
(36) CCCCNC(=O)Nc1ccccn1
(37) CCOc1cc(NC(=O)c2cccs2)c(OCC)cc1NC(=O)c1ccco1
(38) CCOC(=O)CCCNC(=O)CN1C(=O)NC(CCc2ccccc2)C1=O (centres undefined)
(39) Cc1ccccc1-c1nnc(SCC(=O)Nc2ccc(Cl)cc2)n1N
(40) CCOC(=O)c1sc(NC(=O)CSc2n[nH]c(-c3ccncc3)n2)c(C#N)c1C
Compound	31	32	33	34	35	36	37	38	39	40
Yeast eIF2B	-32	14	x	33	17	x	-7	-24	26	20
Yeast eIF2B mutant toxicity	24	8	x	26	4	x	-19	x	-22	-14
Yeast growth tox	1	-2	-4	16	1	14	-6	7	-2	-12
Yeast growth tox inhibition %	24	8	15	26	4	12	-19	0	-22	-14

Entries 34 to 37 from above:
(34) CCn1c(=O)c(C(=O)NC(C)C)c(O)c2ccccc21
(35) COCCCNC(=O)CCNS(=O)(=O)c1ccc(C)cc1
(36) CCCCNC(=O)Nc1ccccn1
(37) CCOc1cc(NC(=O)c2cccs2)c(OCC)cc1NC(=O)c1ccco1
Compound	34	35	36	37
Yeast eIF2B	33	17	x	-7
Yeast eIF2B mutant toxicity	26	4	x	-19
Yeast growth tox	16	1	14	-6
Yeast growth tox inhibition %	26	4	12	-19

(listing goes on)
(41) Cc1cc(C)c(OCC(=O)Nc2cccc(NC(=O)c3ccco3)c2)c(Br)c1
(42) Cc1ccccc1CSc1nnc(-c2ccco2)n1Cc1ccco1
(43) Cc1c(C(=O)N2CCOCC2)oc2ccc(S(=O)(=O)N3CCCCCC3)cc12
(44) Cc1ccc(C(=O)N/C(N)=N/c2nc3ccccc3o2)cc1
(45) CCCCN(CC)c1nc(N)c2c(N)nc(OCC)cc2c1C#N
(46) c1ccc(Cc2nnc(N3CCOCC3)c3ccccc23)cc1
(47) Cc1cccc(-c2c3c(=O)n(C)c(=O)n(C)c3cn2CCO)c1
(48) COC(=O)c1ccc2c(=O)n(CCCCCC(=O)NCc3ccccn3)c(=O)[nH]c2c1
(49) CCOC(=O)Nc1ccc2c(c1)N(C(=O)N1CCN(C)CC1)c1ccccc1S2
(50) COc1ccc(NC(=O)C(CC(=O)O)Cc2ccccc2)cc1 (centres undefined)
Compound	41	42	43	44	45	46	47	48	49	50
Yeast eIF2B	25	23	25	12	x	15	19	16	20	6
Yeast eIF2B mutant toxicity	x	-43	-8	8	x	18	5	11	4	3
Yeast growth tox	-17	15	14	-7	-1	16	-2	13	19	-7
Yeast growth tox inhibition %	0	-43	-8	8	24	18	5	11	4	3

(51) COC(=O)c1[nH]c2ccc(C)cc2c1NC(=O)CN1CCN(c2ccc(F)cc2)CC1
(52) CCCOc1ccc(C(CC(=O)O)NC(=O)C23CC4CC(CC(C4)C2)C3)cc1 (centres undefined)
(53) COC(=O)Cn1cnc2sc(C)c(S(=O)(=O)N3CCN(c4ccccc4OC)CC3)c2c1=O
(54) CCCCCc1nc(N)c(C#N)c(-c2ccco2)c1CCCC
(55) CCOc1ccc(-c2nnn(CC(=O)N3CCCC3)n2)cc1OCC
(56) CCc1nnc(NC(=O)[C@@H](NC(=O)c2cccc(S(=O)(=O)N3CCOCC3)c2)C(C)C)s1
(57) Cc1cc(=O)oc2n[nH]c(-c3ccccc3)c12
(58) COc1ccc(C(=O)Oc2ccc3oc(=O)sc3c2)cc1
(59) O=c1cc(-c2ccccc2)nc2nc(SCc3ccccc3)[nH]n12
(60) Cc1noc(C)c1COC(=O)CCCc1nc2ccccc2s1
Compound	51	52	53	54	55	56	57	58	59	60
Yeast eIF2B	-17	21	3	16	-13	2	1	x	11	13
Yeast eIF2B mutant toxicity	-14	9	-23	x	x	-24	x	x	15	-2
Yeast growth tox	-5	38	-3	11	x	-15	x	-26	21	28
Yeast growth tox inhibition %	-14	9	-23	0	x	-24	x	-18	15	-2

(61) C=CCOc1nc(-c2ccncc2)nc2ccccc12
(62) O=C(CN1C(=O)COc2ccccc21)c1cccc(Cl)c1
(63) COc1ccc(N(C(=O)c2ccc(F)cc2)C2=CC3CCC(C2)N3C)cc1 (centres undefined)
(64) O=C1C(=O)N(CCCn2ccnc2)C(c2cccnc2)/C1=C(/O)c1ccc(F)cc1 (centres undefined)
(65) Cc1cc(C)n(-c2nc3ccccc3nc2N2CCCC2)n1
(66) Cc1ccc(-c2c3c(=O)n(C)c(=O)n(C)c3cn2Cc2cccnc2)cc1
(67) CCOC(=O)c1c(C)[nH]c(C)c1C(=O)CSc1nc(N)cc(=O)[nH]1
(68) C=C(C)COc1ccc(-c2n[nH]c(C)c2-c2ccccc2OC)c(O)c1
(69) Cc1nn(-c2ccccc2)c2sc(C(=O)N3CCCCC3)cc12
(70) CN1C(=O)C2(OCC(COc3ccc(Cl)cc3)O2)c2ccccc21 (centres undefined)
Compound	61	62	63	64	65	66	67	68	69	70
Yeast eIF2B	12	14	8	24	-3	x	x	-3	22	x
Yeast eIF2B mutant toxicity	-3	-16	16	8	-19	x	x	x	-3	x
Yeast growth tox	-2	2	19	15	-10	-8	29	3	5	21
Yeast growth tox inhibition %	-3	-16	16	8	-19	-4	15	0	-3	3

4 of these compounds, reformatted:
The line under a structure holds: Yeast eIF2B, Yeast eIF2B mutant toxicity, Yeast growth tox, Yeast growth tox inhibition %
50: COc1ccc(NC(=O)C(CC(=O)O)Cc2ccccc2)cc1 (centres undefined)
 : 6, 3, -7, 3
35: COCCCNC(=O)CCNS(=O)(=O)c1ccc(C)cc1
 : 17, 4, 1, 4
5: CCOC(=O)c1cnc2ccc(Cl)cc2c1NCCN(C)C
 : 29, -35, -1, -35
40: CCOC(=O)c1sc(NC(=O)CSc2n[nH]c(-c3ccncc3)n2)c(C#N)c1C
 : 20, -14, -12, -14

The list goes on.
(71) COc1ccc(Br)cc1CN1CCCCCCC1
(72) Cc1cc(C)c2nc(N3CCCC(C(=O)N4CCN(c5ncccn5)CC4)C3)sc2c1 (centres undefined)
(73) O=C(NCCc1ccccn1)C1CC(=O)N(Cc2ccccc2Cl)C1 (centres undefined)
(74) CCSc1nc(-c2ccco2)ccc1C#N
(75) COc1cc(NC(=O)c2ccc3c(=O)n(Cc4ccco4)c(=S)[nH]c3c2)cc(OC)c1OC
(76) COC(=O)Nc1ccc(C)c2nsnc12
(77) Cn1cc(C(CC(=O)O)C(=O)O)c2ccccc21 (centres undefined)
(78) COc1ccccc1NC(=O)CCc1c(C)[nH]c(=O)c(C#N)c1C
(79) CC(=O)Nc1ccc(S(=O)(=O)N2CCC(N(C)CCC(C)C)CC2)cc1
(80) COC(=O)c1cc(NC(=O)c2cccc(C(F)(F)F)c2)c(=O)oc1C/C=N/OCc1cccc(Cl)c1Cl
Compound	71	72	73	74	75	76	77	78	79	80
Yeast eIF2B	x	x	14	5	8	-18	x	-6	20	25
Yeast eIF2B mutant toxicity	x	x	10	10	-10	31	x	11	x	12
Yeast growth tox	-5	0	17	15	-61	-11	10	18	2	20
Yeast growth tox inhibition %	0	17	10	10	-10	31	-17	11	0	12

(81) COc1ccc(/C=C/c2ccncc2)cc1
(82) CCn1c(=O)cc(OCC(=O)NCc2cccnc2)c2ccccc21
(83) Cc1nn(Cc2ccccc2)c2c1C(c1ccccc1)C(C#N)=C(N)O2 (centres undefined)
(84) COc1cc(-c2cc(C(=O)O)c3c(OC)c(OC)c(OC)cc3n2)ccc1O
Compound	81	82	83	84
Yeast eIF2B	8	22	15	28
Yeast eIF2B mutant toxicity	x	x	10	-11
Yeast growth tox	1	-15	2	7
Yeast growth tox inhibition %	0	0	10	-11
